Screening results from PubChem.
RNase H inhibition: RNase H inhibition, HIV 1 Gag Pol polyprotein, FRET biochemical assay, screening (AID 372) | HIV-1 RT RNase H, FRET RNA/DNA substrate fluorescence; higher % means a stronger effect | inhibition, % at 10 µM, or IC50 in µM where a hit was titrated | hit rate 0.77% among 100,000; in the data active = inhibition above about 50%
Numbers without * were called inactive.

mol	RNase H inhibition
COc1cc2ccccc2cc1C(=O)NC(=S)Nc1ccc(-c2nc3ccccc3o2)c(O)c1	3.0%
c1ccc(Oc2cccc(CN3CCN(Cc4ccccn4)CC3)c2)cc1	9.0%
CCOC(=O)Cn1c(=N)n(Cc2ccc(C)cc2)c2ccccc21	21.0%
CC1=C(C(=O)Nc2cc(Cl)ccc2C)C(c2ccccc2Br)NC(=S)N1 (stereo not drawn)	5.0%
Cc1ccc(NC(=O)CN(c2cccc(C(F)(F)F)c2)S(=O)(=O)c2ccccc2)c(C)c1	13.0%
O=C(O)C1CC=CCC1C(=O)Nc1ccccc1 (stereo not drawn)	12.0%
C=CCOc1ccccc1/C=N/NC(=O)COc1cccc(Cl)c1	5.0%
c1ccc(Nc2nc(-c3cccs3)cs2)nc1	14.0%
NC(=O)c1ccccc1N=Cc1ccc(Cl)cc1Cl	6.0%
N/C(=N\OC(=O)c1ccccc1F)c1ccc(Cl)cc1	18.0%
O=C(c1cc(F)c(F)cc1Br)N1CCN(c2ccc([N+](=O)[O-])cc2F)CC1	1.0%
COc1cc(C)ccc1OCCOCCOc1cccc(Cl)c1Cl	24.0%
O=C1c2ccc(Br)cc2C(=O)N1c1ccc(Cl)c(Cl)c1	1.0%
CCOC(=O)C1=C(C)N=c2s/c(=C\c3ccc(N(C)C)o3)c(=O)n2C1c1ccc(OC)cc1OC (stereo not drawn)	24.0%
Nc1nnc(/C=C/c2ccccc2)s1	15.0%
COC(=O)COc1ccc(/C=C2\C(=O)NC(=S)N(c3ccc(Br)cc3)C2=O)cc1	14.0%
CCCCCCOC(=O)c1ccc2c3c(onc13)-c1ccccc1C2=O	2.0%
Cc1cccc2c(=O)oc(-c3cccc([N+](=O)[O-])c3)nc12	0.0%
COc1ccc(COc2ccc3c(c2)oc(=O)c2cc(OC)ccc23)cc1	0.0%
CCOC(=O)C1CCCCN1Cc1ccc(OC)c(C)c1OC (stereo not drawn)	6.0%
CC(CC(=O)c1cccs1)CC(=O)c1cccs1	1.0%
COc1cc(/C=C2/SC(=S)N(c3ccccc3)C2=O)ccc1OC(=O)c1ccco1	7.0%
CC(NC(=O)C(=O)N/N=C/c1cccc2ccccc12)c1ccccc1 (stereo not drawn)	14.0%
CN(/N=C/c1ccc(Cl)cc1)c1nc(N2CCCCC2)nc(N2CCCCC2)n1	7.0%
COc1ccc2c(Cl)c(C(=O)N3CCc4ccccc4C3)sc2c1	17.0%
CCOC(=O)c1ccc(NC(=O)CN(c2ccc(OCC)cc2)S(=O)(=O)c2ccc(Br)cc2)cc1	28.0%
O=C1NN(c2cccc(Cl)c2)C(=O)/C1=C/c1ccc2c(c1)OCO2	22.0%
O=c1c2c([nH]c3cc(Cl)ccc13)CCCC2	2.0%
CC(=O)c1ccc(N2C(=O)C3CCC(C)(C2=O)C3(C)C)cc1 (stereo not drawn)	0.0%
CC(C)(C)c1ccc(/C=N/N=C2\NC(=O)C(CC(=O)O)S2)cc1 (stereo not drawn)	8.0%
O=[N+]([O-])c1ccc(C2C3CC=CC3c3c4c(cc5ccccc35)C3C=CCC3CN42)cc1 (stereo not drawn)	30.0%
CCCC1CCC(c2ccc(C(=O)Oc3ccc(-c4ccc(C#N)cc4)cc3)cc2)CC1 (stereo not drawn)	2.0%
O=[N+]([O-])c1ccccc1N[C@H]1O[C@H](CO)[C@@H](O)[C@@H]1O	0.0%
CC(=N\NC(=O)c1ccc([N+](=O)[O-])cc1)/C(=N/O)C(=O)Nc1ccccc1	6.0%
O=C(Nc1ccc2oc(-c3cccc(Cl)c3)nc2c1)c1cccc(F)c1	50.0%*
Cc1csc(NC(=O)c2cc(-c3cccc(Br)c3)nc3ccccc23)n1	6.0%
COC(=O)C1=C(C)N=c2s/c(=C\c3ccccc3Cl)c(=O)n2C1c1cccs1 (stereo not drawn)	8.0%
CCOC(=O)C1=C(C)NC2=C(C(=O)CC(c3ccccc3)C2)C1c1ccccn1 (stereo not drawn)	11.0%
COc1ccc(C2CC(=O)C3=C(C2)Nc2ccccc2NC3c2ccccc2Cl)cc1OC (stereo not drawn)	0.0%
Cc1cccc(C)c1NC(=O)C12CC3CC(CC(C3)C1)C2	0.0%

Entries listed so far that contain a thiophene ring, fused or not:
mol	RNase H inhibition
c1ccc(Nc2nc(-c3cccs3)cs2)nc1	14.0%
CC(CC(=O)c1cccs1)CC(=O)c1cccs1	1.0%
COc1ccc2c(Cl)c(C(=O)N3CCc4ccccc4C3)sc2c1	17.0%
COC(=O)C1=C(C)N=c2s/c(=C\c3ccccc3Cl)c(=O)n2C1c1cccs1 (stereo not drawn)	8.0%

New compounds follow:
mol	RNase H inhibition
Cc1[nH]nc2c1C(C(C)c1ccccc1)C(C#N)=C(N)O2 (stereo not drawn)	5.0%
CC(CC#CCN1CCCCC1)OC(C)(C)C (stereo not drawn)	0.0%
CCOc1ccc2nc(/N=C3/NC(=O)/C(=C/C(=O)OC)N3)nc(C)c2c1	5.0%
Cc1ccc(C)c(N=Cc2cc(Cl)cc(Cl)c2O)c1	1.0%
COc1ccc(NC(=O)CSc2nc3ccccc3s2)c(OC)c1	7.0%
Cc1ccc(N2C(=O)C(Cl)=C(N3CCN(C)CC3)C2=O)cc1	7.0%
COc1ccc(C(=O)NNS(=O)(=O)c2c(C(C)C)cc(C(C)C)cc2C(C)C)cc1	10.0%
COc1ccc(CNC(=O)c2c(Cl)cccc2Cl)cc1	18.0%
CCOC(=O)C(=CNc1cc(OC)cc(OC)c1)C(=O)OCC	2.0%
Cc1ccc(NC(=O)CSc2nnc(-c3ccc(NC(=O)/C=C/c4ccccc4)cc3)n2C)cc1	26.0%
COC(=O)c1ccc(N2C(=O)C=CC2=O)cc1	0.0%
O=C1CC(C(F)(F)C(F)(F)C(F)(F)C(F)(F)F)=Nc2ccccc2N1	7.0%
OC(CN1CCCC1)C12CC3CC(CC(C3)C1)C2 (stereo not drawn)	0.0%
CCOC(=O)COc1ccc2c(c1)c(C(=O)OCC)c(C)n2C	0.0%
CCOC(=O)C1=C(C)N=c2s/c(=C\c3cccc(OCc4cccc5ccccc45)c3)c(=O)n2C1c1ccc(C)cc1 (stereo not drawn)	14.0%
O=C(Nc1ccc(I)cc1Cl)c1ccco1	2.0%
CCC(C(=O)NCc1ccc(OC)cc1)c1ccccc1 (stereo not drawn)	9.0%
CCCOC(=O)c1ccc(NC(=O)OC)cc1	0.0%
Cc1cc(I)ccc1NC(=O)Cc1ccccc1	31.0%
O=C(NC(=S)Nc1ccccc1C(F)(F)F)c1ccccc1F	4.0%

In another format: two of the compounds above.
COc1ccc(NC(=O)CSc2nc3ccccc3s2)c(OC)c1
  RNase H inhibition = 7.0%
Cc1cc(I)ccc1NC(=O)Cc1ccccc1
  RNase H inhibition = 31.0%

(further entries)
SMILES,RNase H inhibition
COc1ccc(C(=O)Nc2sc3c(c2C(N)=O)CCCC3)cc1,17.0%
Cc1cccc(NC(=O)Nc2ccc(-c3nc4ccccc4s3)cc2)c1,50.0%*
CC1(C)Cc2c(sc3nc(SCc4ccc(Cl)cc4)n(Cc4ccccc4)c(=O)c23)CO1,15.0%
Cc1cc(-c2ccc(O)cc2)nc2ccc3ccccc3c12,19.0%
Cc1ccc(N2CN=C(c3ccccc3)NC2=S)cc1,6.0%
CS(=O)(=O)N(CC(=O)Nc1ccc(F)cc1)c1cccc(Br)c1,8.0%
COc1ccc(C)cc1NC(=O)C(OC)c1ccccc1 (stereo not drawn),4.0%
CCN(CC)c1ccc(/C=C2\SC(=S)N(NC(=O)c3ccccc3)C2=O)cc1,4.0%
COc1cc(S(=O)(=O)Nc2ccccc2C)ccc1N=Cc1c(O)n(-c2ccccc2)c(=O)[nH]c1=O,19.0%
Cc1cc(/C=N/O)c(C)c(COCc2cc(C)cc(/C=N/O)c2C)c1,19.0%
COc1cccc(C2C(C(=O)OCCc3ccccc3)=C(C)NC3=C2C(=O)CC(c2ccccc2)C3)c1OC (stereo not drawn),0.0%
COc1cc(C(=O)N2CCN(Cc3cccc(C(F)(F)F)c3)CC2)cc(OC)c1OC,4.0%
CCOc1ccccc1N=CC1=C(O)CC(c2ccccc2)CC1=O (stereo not drawn),6.0%
CCOc1cc(C2C(C(=O)OC3CCCC3)=C(C)NC3=C2C(=O)CC(c2ccccc2)C3)cc(Cl)c1O (stereo not drawn),0.0%
CCC(=O)Nc1ccc2oc(-c3cccc(Br)c3)nc2c1,11.0%
CCOc1ccc(CN(CCc2ccc3c(c2)OCO3)Cc2ccc(C(F)(F)F)cc2)cc1,6.0%

In a second layout: results already given.
COc1cc(C(=O)N2CCN(Cc3cccc(C(F)(F)F)c3)CC2)cc(OC)c1OC
  RNase H inhibition: 4.0%
CCOc1ccccc1N=CC1=C(O)CC(c2ccccc2)CC1=O (stereo not drawn)
  RNase H inhibition: 6.0%
CCOc1cc(C2C(C(=O)OC3CCCC3)=C(C)NC3=C2C(=O)CC(c2ccccc2)C3)cc(Cl)c1O (stereo not drawn)
  RNase H inhibition: 0.0%

The results go on.
SMILES,RNase H inhibition
CC(=O)Nc1cc(-c2cccc(Br)c2)nn1-c1ccccc1,11.0%
COc1ccc(/C=N/NC(=O)C(=O)Nc2ccc(F)cc2)cc1OC,0.0%
CC(=O)NC(C)c1ccc(Cl)c(Cl)c1 (stereo not drawn),8.0%
O=C(COc1ccc(F)cc1)N/N=C/c1ccccc1Br,3.0%
COC(=O)c1c(C)oc2ccc(OC(=O)C(C)(C)C)cc12,0.0%
COCCCNC(=O)/C=C/c1ccc([N+](=O)[O-])cc1,5.0%
COc1ccc(CNC(=O)c2cccs2)cc1,0.0%
O=C(NCCNc1ccc([N+](=O)[O-])cc1)c1cccnc1,0.0%
COc1ccc(OC)c(/C=C/C(=O)c2cccc([N+](=O)[O-])c2)c1,8.0%
CCOc1ccc(C(=O)Nc2ccc3oc(-c4ccccc4Cl)nc3c2)cc1[N+](=O)[O-],40.0%
Cc1ccc(S(=O)(=O)Nc2ccccc2N=Cc2ccc(C)cc2O)cc1,9.0%
Cc1ccc(/C(O)=C2\C(=O)C(=O)N(C)C2c2ccc(Br)cc2)cc1 (stereo not drawn),3.0%
Cc1ccc(CNC(=O)CN(c2ccc(C)cc2C)S(=O)(=O)c2ccc(C)cc2)cc1,13.0%
CCCC(=O)Nc1cc(-c2nc3ncccc3o2)ccc1C,7.0%
O=C(NC(Cc1ccccc1)Cc1ccccc1)c1ccccc1Br,6.0%
Cc1ccc(N2CCN(C(=O)Nc3ccc(Cl)cc3)CC2)cc1,0.0%
CCOC(=O)C1=CN(c2ccc(OCC)cc2)C=C(C(=O)OCC)C1c1cccs1,27.0%
O=[N+]([O-])c1ccc(C=Nc2ccc(OC(F)(F)F)cc2)cc1,11.0%
O=C1c2ccccc2C(=O)N1CCc1nc2ccccc2c(=O)n1-c1nccs1,15.0%
COc1cccc(/C=N/NC(=O)c2ccccc2O)c1,11.0%
CCOc1ccccc1OCCOCCOc1cccc(Cl)c1Cl,27.0%
Oc1ccc(C=Nc2ccc(Cl)cc2)cc1,0.0%
COc1ccc(Br)c(/C=N/NC(=O)Cc2ccccc2)c1,5.0%
CC/C(CNC(=O)c1ccccc1)=N/NC(=O)CN(CC)c1ccccc1,0.0%
C(=N\Nc1ccccc1)/c1ccc(C23CC4CC(CC(C4)C2)C3)cc1,12.0%
COC(=O)C1=NNC2(C)C(=O)N(c3ccccc3OC)C(=O)C12 (stereo not drawn),0.0%
C=CCn1c(SCC)nc2sc(C)c(C)c2c1=O,36.0%
O=C(O)c1ccc(Nc2nc(-c3ccccc3)c3cc(Cl)ccc3n2)cc1,4.0%
O=C(Nc1ccc2nn(-c3ccccc3)nc2c1)c1ccc([N+](=O)[O-])cc1,12.0%
Oc1c(I)cc(I)cc1/C=N/Nc1ccccc1,4.0%
COc1ccc(/C=N\N2CCN(C(c3ccccc3)c3ccccc3)CC2)cc1OC,0.0%
CN(C)c1ccc(C2/C(=C(\O)c3ccccc3)C(=O)C(=O)N2CCCC(=O)O)cc1 (stereo not drawn),0.0%
COC(=O)CN1C(c2cc(OC)c(OC)c(OC)c2)=Nc2ccc(Br)cc2C1c1ccccc1 (stereo not drawn),19.0%
COc1ccc(/C(C)=N/NC(=O)c2ccccc2I)cc1,3.0%
COc1ccc(C)cc1CCC(=O)O,3.0%
CCOc1cc(C=C2C(=O)NC(=S)NC2=O)cc(Br)c1OCCOc1ccccc1C,10.0%
C=CCN1C(=O)NC(=O)/C(=C\c2ccc(OCc3ccc(Cl)cc3)c(OC)c2)C1=O,12.0%
O=C(Nc1ccc(I)cc1)c1ccccc1Cl,0.0%
COc1ccc(N(CC(=O)Nc2ccc(I)cc2)S(=O)(=O)c2ccc(C)cc2)cc1OC,20.0%
CC(=O)Nc1ccc(S(=O)(=O)Oc2cccc(/C=N/NS(=O)(=O)c3ccc(C)cc3)c2)cc1,7.0%
Cc1ccccc1NC(=O)c1c(NC(=O)c2ccccc2Cl)sc2c1CCCCC2,16.0%
COc1cc(/C=N/n2cnnc2)c(O)c([N+](=O)[O-])c1,2.0%
O=C1NC(=Nc2ccccc2)S/C1=C/c1ccc(-c2cccc(Br)c2)o1,15.0%
Clc1ccc(Nc2ncnc3c2oc2ccccc23)cc1Cl,2.0%
COc1cc(/C=N/c2oc(C)c(C)c2C#N)ccc1O,22.0%
O=C(Nc1cccc(NC(=O)c2ccc(Cl)cc2Cl)c1)c1cc2ccccc2o1,15.0%
Cc1nc2cc(NCc3ccc(C(C)C)cc3)ccc2n1C,8.0%
Cc1cccc(NC(=O)c2ccc(Cl)c([N+](=O)[O-])c2)c1,2.0%
COc1ccc(C2CC(=O)C3=C(C2)NC(C)=C(C(=O)OCCOc2ccccc2)C3c2ccccc2OCc2ccccc2)cc1 (stereo not drawn),6.0%
Nc1c(Cl)cc(N=Cc2ccc(O)cc2)cc1Cl,4.0%
CCC(CC)C(=O)Nc1cccc(I)c1,2.0%
CCOC(=O)C1=C(O)/C(=C/c2ccc(O)c(OC)c2)SC1=Nc1ccc([N+](=O)[O-])cc1,16.0%
COCCCNC(=O)c1ccc(NC(C)=O)cc1,0.0%

A portion of the library; rates above refer to the full screens.
